Efa HMGR inh – E. faecalis class II HMG-CoA reductase inhibition; AID 1066; 190,000 compounds, 0.41% hits; purified E. faecalis HMGR, NADPH absorbance 340 nm kinetic; inhibition, % at 10 µM;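 active = inhibition above a set limit, the median over all tested compounds plus 3 SD, cut at about 9.5% in these data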;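 note: enzyme runs in reverse so mevalonate oxidation gives rising NADPH absorbance; 0% = complete reaction with DMSO and 100% = background rate lacking mevalonate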
TLR4 MyD88 comp – TLR4-MyD88 interaction inhibition in cells. 200,000 compounds, 0.18% hits. inhibition, % at 8.4 µM. AID 861. HeLa CL3-4 TLR4/MyD88 BLA complementation, FRET ratio. O00206+Q99836; in the data active = inhibition above about 25%;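 note: 0% = vehicle and 100% = reference inhibitor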
Target sequence (O00206 whole entry, looked up): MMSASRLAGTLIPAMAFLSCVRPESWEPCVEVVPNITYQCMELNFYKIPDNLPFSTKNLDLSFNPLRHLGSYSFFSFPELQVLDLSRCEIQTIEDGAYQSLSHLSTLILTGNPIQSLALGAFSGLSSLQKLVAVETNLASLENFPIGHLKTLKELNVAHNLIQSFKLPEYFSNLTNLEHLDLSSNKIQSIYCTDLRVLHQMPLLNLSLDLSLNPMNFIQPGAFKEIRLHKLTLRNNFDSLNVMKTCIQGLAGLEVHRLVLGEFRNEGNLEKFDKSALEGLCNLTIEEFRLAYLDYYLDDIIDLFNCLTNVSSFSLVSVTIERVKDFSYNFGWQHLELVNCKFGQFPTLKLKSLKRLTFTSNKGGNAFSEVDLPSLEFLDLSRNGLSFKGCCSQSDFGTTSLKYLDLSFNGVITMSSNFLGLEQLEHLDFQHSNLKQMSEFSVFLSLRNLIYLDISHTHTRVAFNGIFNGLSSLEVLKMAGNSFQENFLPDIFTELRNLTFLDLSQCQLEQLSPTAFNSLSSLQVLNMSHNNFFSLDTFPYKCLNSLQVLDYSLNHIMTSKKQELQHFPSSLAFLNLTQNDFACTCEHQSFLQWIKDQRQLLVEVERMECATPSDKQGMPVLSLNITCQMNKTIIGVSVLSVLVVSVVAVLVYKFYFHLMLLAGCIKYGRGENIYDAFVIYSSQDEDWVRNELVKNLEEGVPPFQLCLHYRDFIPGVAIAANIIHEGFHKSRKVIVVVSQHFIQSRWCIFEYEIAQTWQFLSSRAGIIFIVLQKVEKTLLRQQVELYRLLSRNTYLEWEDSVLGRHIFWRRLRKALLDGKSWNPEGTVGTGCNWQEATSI
Target sequence (Q99836 whole entry, looked up): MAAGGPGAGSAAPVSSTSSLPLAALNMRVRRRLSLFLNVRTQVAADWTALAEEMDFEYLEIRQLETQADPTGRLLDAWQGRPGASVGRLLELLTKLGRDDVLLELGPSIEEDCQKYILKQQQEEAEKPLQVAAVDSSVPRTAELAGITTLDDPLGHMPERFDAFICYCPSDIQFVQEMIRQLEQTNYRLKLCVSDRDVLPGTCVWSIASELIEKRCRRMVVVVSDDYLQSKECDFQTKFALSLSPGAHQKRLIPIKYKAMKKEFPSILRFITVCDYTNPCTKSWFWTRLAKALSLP
APP 5'UTR act – APP 5'UTR luciferase reporter activation | 190,000 compounds, 1% hits | activation, % at 2 µM | AID 1276 | SH-SY5Y APP 5'UTR luciferase reporter, luminescence; zero percent = DMSO vehicle wells;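 active = activation above a set limit, based on mean plus 3 SD of controls, cut at about 140% in these data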; note: values of inactives mirror those of a sister screen read the other way
NF-kB expr up – NF-kB expression increase, human neuronal cells. NF-kB reporter expression; hits give high values. fold change at 12.5 µM. 190,000 compounds, 1.6% hits. AID 1239; in the data active = fold change above about 3.3
STAT1 act – increases IFN-gamma driven STAT1 reporter signal; 200,000 compounds, 2.6% hits; activation (% of control), % at 5.5 µM; AID 932; NIH 3T3 STAT1-luciferase reporter, luminescence; 100% = IFN-gamma alone, no compound;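 active = activation above the screen-wide mean activation plus 3 SD, cut at about 130% in these data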;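 note: raw ratio to IFN-gamma control signal so 100% means no change and 0% no light; values of inactives mirror those of a sister screen read the other way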
STAT3 act – STAT3 signaling activation. U3A cells, IL-6 STAT3-luciferase reporter, luminescence; 100% = signal with IL-6 EC80 alone. activation (% of control), % at 5.6 µM. 190,000 compounds, 0.91% hits;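 active = activation above the screen-wide mean of compound activation plus 3 SD, cut at about 130% in these data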;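 note: 0% = background luminescence of wells with medium and substrate only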
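Material: human U3A cells carrying STAT3-luciferase construct. Measured by: reporter luminescence signal. Timing: compound 1 h, then IL-6 6 h at 37 °C.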
Redox H2O2 prof – compounds producing H2O2 with reducing agent – biochemical, NIH compound library profiling, artefact control for MLSCN library redox annotation, primary screen; DTT-dependent redox cycling H2O2, phenol red/HRP absorbance; 100% = 100 µM peroxide control, 0% = buffer; activation, % at 10 µM; 200,000 compounds, 0.03% hits; AID 878;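 active = activation of at least 50% relative to the plate's high and low controls in the primary single-dose screen; inactive = activation below 50%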;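 note: compound incubated with DTT at 0.8 mM final as the reducing agent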
STAT1 blocker – STAT1 signaling inhibition; NIH 3T3 STAT1-luciferase reporter, IFN-gamma, luminescence; inhibition, % at 5.5 µM; 200,000 compounds, 0.35% hits;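 active = inhibition above a set limit, the mean inhibition across all tested compounds plus 3 SD, cut at about 34% in these data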;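 note: 0% = IFN-gamma with DMSO and 100% = IFN-gamma with 300 µM nifuroxazide; values of inactives mirror those of a sister screen read the other way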
Hsp70 act – switches on Hsp70 transcription | HeLa Hsp70 promoter luciferase reporter, luminescence; scaled: vehicle 0, proteasome-inhibitor control 100% | activation, % at 10 µM | 200,000 compounds, 0.04% hits;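 active = activation above the mean across all tested compounds plus 3 SD, cutoff set per campaign, cut at about 5.5% in these data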;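 note: 100% = MG132 at 30 µM as the positive control and 0% = DMSO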
STAT3 inh – reduces IL-6 driven STAT3 reporter signal; AID 862; 190,000 compounds, 0.89% hits; U3A cells, IL-6 STAT3-luciferase reporter, luminescence; host cell line lacks STAT1; inhibition, % at 5.5 µM;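 active = inhibition above the mean inhibition across all screened compounds plus 3 SD, cut at about 44% in these data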;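 note: 0% = DMSO only wells and 100% = 100 µM nifuroxazide control wells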
* = called active by the depositor; x = not tested or not shown.

SMILES	Efa HMGR inh	TLR4 MyD88 comp	APP 5'UTR act	NF-kB expr up	STAT1 act	STAT3 act	Redox H2O2 prof	STAT1 blocker	Hsp70 act	STAT3 inh
O=C(CCc1ccccc1)n1nc(-c2ccco2)nc1SCc1ccccc1	2	-5	4	1.5	120	97	-1.1	-22	-0.3	13
C(=N\n1cnnc1)/c1cccc2ccccc12	-2	10	13	1.1	114	95	0.8	-15	-0.3	10
CC(C)(C#N)Nn1cnnc1	2	7	-6	1.1	96	103	7.0	4	0.3	-1
COc1ccc(NC(C)C(=O)Nc2ccc(C#N)cc2)cc1Cl (stereo not drawn)	-5	11	7	1.1	95	97	-0.2	6	0.0	1
COc1ccc(/C=N\NC(=O)c2cccc(Br)c2)c(OC)c1	-9	10	14	1.6	119	89	-0.3	-23	-0.4	15
Cc1ccc(C)c(N2CCN(C(c3ccc(N(C)C)cc3)c3nnnn3C(C)(C)C)CC2)c1 (stereo not drawn)	6	-7	-1	0.61	99	97	0.4	1	-0.3	5
O=C(NCCc1c[nH]c2ccccc12)c1cc2sccc2n1Cc1ccccc1	-8	-15	6	1.2	96	93	0.9	4	-0.4	12
O=[N+]([O-])c1ccc(-c2csc3[n+]2CCS3)cc1	4	-4	-11	1.4	97	104	-0.4	1	-0.1	-3
Clc1nc(-c2ccccc2)cc(-c2ccc(Br)cc2)n1	x	-1	-6	x	88	138*	2.0	13	0.0	-33
COc1ccccc1CN1CCCC(C(=O)N(C)Cc2ccccc2)C1 (stereo not drawn)	-2	16	-2	1	99	106	3.0	2	-0.5	-3
COc1ccc(-c2[nH]ncc2CN(C)C(C)c2ccncn2)c(F)c1 (stereo not drawn)	2	-8	-11	1.1	99	98	0.6	-1	0.1	8
O=C(O)COc1nsnc1N1CCOCC1	-9	-13	-11	0.96	102	106	-1.4	-2	0.7	-4
O=C1C2C(c3ccccc3)C=CC(c3ccccc3)C2C(=O)N1C1CCCCC1 (stereo not drawn)	0	6	0	1.1	95	97	0.0	5	-0.4	9
O=C(COC(=O)c1cnccn1)Nc1cccc2ccccc12	-8	-13	11	1.2	96	104	-0.8	2	-0.3	1
Cc1cc(NC(=O)CCCN2C(=O)c3cccnc3C2=O)no1	-1	-12	-9	1.1	102	105	3.5	-3	-0.2	-1
Cc1ccc(-c2ccc(S(=O)(=O)NCc3ccco3)cc2)cc1	1	6	5	1.1	102	95	-1.2	-4	-0.1	10
CC(=O)C(Sc1ccc2nnc(-c3ccncc3)n2n1)C(C)=O	-1	7	-13	0.9	97	108	0.0	4	-0.2	-1
Cc1ccc(/C=C2/C(=O)c3ccc(C(=O)O)cc3C2=O)o1	3	1	-1	1.1	96	108	0.1	3	-0.2	-4
COc1cc(C(C#N)N2CCCCC2)ccc1O (stereo not drawn)	-12	3	2	0.87	98	104	2.5	3	-0.3	0
Cc1ccccc1N(CC(=O)N/N=C/c1cc(C)n(-c2ccccc2C)c1C)S(C)(=O)=O	-4	5	-5	1	100	117	-1.8	0	0.1	-14
COc1ccc(CCC(=O)Nc2ccccc2C(F)(F)F)cc1	-2	-2	-10	0.97	98	95	-0.4	2	-0.2	13
COc1cc(OC)c(CN2CCN(c3ccc(F)cc3)CC2)cc1Br	1	2	25	1.1	93	94	-0.3	8	-0.4	13
Cn1nnnc1SCC(=O)Nc1cc(C(C)(C)C)nn1-c1ccccc1	0	-13	5	0.93	100	101	0.4	0	-0.3	1
Cc1ccc(Cl)cc1NC(=O)CCn1cccc1	-1	20	-6	1.1	101	93	-0.2	-1	0.0	12
O=C1NCCc2c1[nH]c1c(Cl)ccc(Cl)c21	0	-5	-14	0.8	97	85	1.8	3	-0.2	26
O=C(C1CCCO1)N1CCN(C(=S)Nc2ccccc2Cl)CC1 (stereo not drawn)	-5	0	-16	1	106	107	0.0	-6	-0.3	-4
COc1ccccc1C(=O)Nc1ccccc1N1CCOCC1	-8	8	2	0.92	105	104	-0.4	-5	0.0	-2
Cc1ccc(C(=O)/C=C/Nc2ccc(S(=O)(=O)Nc3onc(C)c3C)cc2)cc1	-13	-1	1	1.2	142*	107	-0.2	-47	0.0	-8
COc1cc2c(cc1NC(=O)Nc1ccccc1)oc1ccccc12	-1	12	-3	1.3	111	113	-1.2	-12	-0.4	-16
CC(C)Oc1cccc(C(=O)C2CCCN(S(C)(=O)=O)C2)c1 (stereo not drawn)	-2	12	4	1.1	98	107	0.2	0	0.0	0
O=C(COc1ccc(/C=N/NC(=O)C(=O)N2CCCCC2)cc1)Nc1ccccc1Cl	-1	1	13	1.4	103	96	-0.8	-4	-0.3	15
Cc1cc(C(=O)CSc2nc3ccccc3c(=O)n2C)c(C)n1CC1CCCO1 (stereo not drawn)	1	12	-17	0.58	64	32	0.2	38*	0.4	82*
COc1cccc2cc(C(=O)N3CCN(c4ccccn4)CC3)c(=O)oc12	5	8	-5	1.4	113	105	-1.4	-14	-0.3	0
Cc1ccccc1OCC(=O)NCC1CCCO1 (stereo not drawn)	-3	-2	8	1.5	99	106	-3.2	1	-0.3	-3
O=C(Nc1nc2ccccc2[nH]1)c1cccs1	-1	7	166*	3.8*	123	82	-0.2	-22	0.0	25
COc1cc(C=O)ccc1OS(=O)(=O)c1ccccc1[N+](=O)[O-]	-5	6	7	1.8	107	103	-0.7	-8	-0.2	-5
CCCCOc1ccc(Br)cc1/C(C)=N/NC1=NCCN1	-6	0	-96	1.6	89	97	2.5	14	0.2	6
C=CCc1ccc(O)c(-c2ccc(O)c(CC=C)c2)c1	-3	-5	5	1.4	96	x	-0.7	3	0.8	x
c1ccc(-c2nn3c(Cn4nnc5ccccc54)nnc3s2)cc1	1	-2	-2	1.2	104	104	-2.5	-5	-0.1	1
CC(NC(=O)c1ccc(C(F)(F)F)cc1)C(c1ccccc1)N1CCOCC1 (stereo not drawn)	4	12	26	1.3	97	104	-1.8	2	-0.2	-1
Nc1cnccc1C(=O)O	2	3	10	1.1	105	108	-0.6	-6	-0.1	3
Cc1cc(NNC(=O)c2ccccc2)nc(NNC(=O)c2ccccc2)n1	-10	-14	4	1.6	104	100	0.3	-6	-0.1	2
Cc1ccccc1C(=O)NC1CCN(Cc2nnnn2CCc2ccccc2)CC1	-3	2	-3	1.1	102	104	1.0	-2	-0.2	0
CC1CCC/C(=N\NC(=O)COc2ccc(Cl)cc2Cl)C1 (stereo not drawn)	0	0	6	1.2	98	97	-5.7	2	-0.2	5
Cc1cccc(-c2c3c(=O)n(C)c(=O)n(C)c3cn2C(C)C)c1	-3	7	7	0.58	109	121	-0.4	-9	-0.3	-18
Cc1ccccc1OCC(=O)Nn1c(COc2ccccc2)nc2ccccc2c1=O	0	-4	21	0.96	98	98	-0.2	6	-0.5	3
N/C(=N\OC(=O)CCc1ccccc1)c1cccnc1	-5	-24	3	1.3	105	97	0.5	-7	-0.2	6
O=C(NCc1ccco1)C1CCCN1C(=O)NCc1ccccc1 (stereo not drawn)	-3	9	-4	1.1	95	96	-0.5	5	0.0	8

A draw from above in order of count of non-hydrogen atoms, smallest number first:
SMILES	Efa HMGR inh	TLR4 MyD88 comp	APP 5'UTR act	NF-kB expr up	STAT1 act	STAT3 act	Redox H2O2 prof	STAT1 blocker	Hsp70 act	STAT3 inh
Nc1cnccc1C(=O)O	2	3	10	1.1	105	108	-0.6	-6	-0.1	3
O=C(Nc1nc2ccccc2[nH]1)c1cccs1	-1	7	166*	3.8*	123	82	-0.2	-22	0.0	25
Cc1ccccc1OCC(=O)NCC1CCCO1 (stereo not drawn)	-3	-2	8	1.5	99	106	-3.2	1	-0.3	-3
C=CCc1ccc(O)c(-c2ccc(O)c(CC=C)c2)c1	-3	-5	5	1.4	96	x	-0.7	3	0.8	x
CCCCOc1ccc(Br)cc1/C(C)=N/NC1=NCCN1	-6	0	-96	1.6	89	97	2.5	14	0.2	6
COc1cc(C=O)ccc1OS(=O)(=O)c1ccccc1[N+](=O)[O-]	-5	6	7	1.8	107	103	-0.7	-8	-0.2	-5
O=C(NCc1ccco1)C1CCCN1C(=O)NCc1ccccc1 (stereo not drawn)	-3	9	-4	1.1	95	96	-0.5	5	0.0	8
Cc1cc(NNC(=O)c2ccccc2)nc(NNC(=O)c2ccccc2)n1	-10	-14	4	1.6	104	100	0.3	-6	-0.1	2
CC(NC(=O)c1ccc(C(F)(F)F)cc1)C(c1ccccc1)N1CCOCC1 (stereo not drawn)	4	12	26	1.3	97	104	-1.8	2	-0.2	-1
Cc1ccccc1C(=O)NC1CCN(Cc2nnnn2CCc2ccccc2)CC1	-3	2	-3	1.1	102	104	1.0	-2	-0.2	0
Cc1ccccc1OCC(=O)Nn1c(COc2ccccc2)nc2ccccc2c1=O	0	-4	21	0.96	98	98	-0.2	6	-0.5	3

Remaining list, next part
SMILES	Efa HMGR inh	TLR4 MyD88 comp	APP 5'UTR act	NF-kB expr up	STAT1 act	STAT3 act	Redox H2O2 prof	STAT1 blocker	Hsp70 act	STAT3 inh
COc1ccccc1NS(=O)(=O)c1ccc(C(N)=O)cc1	-5	11	4	1.2	91	94	-1.2	8	-0.2	13
COc1ccc(CCNC(=O)CC2Oc3ccc(Cl)cc3NC2=O)cc1OC (stereo not drawn)	-3	-12	-12	1	100	102	-1.0	0	-0.1	6
COc1ccc(/C=N/NC(=O)C(Cc2c[nH]c3ccccc23)NC(=O)OCC(C)C)cc1[N+](=O)[O-] (stereo not drawn)	-1	-8	5	0.83	100	96	1.0	0	-0.1	10
COc1ccc(-n2c(Cc3ccccc3)nnc2SCC(=O)N2CCCc3ccccc32)cc1	-5	0	-3	0.97	102	111	0.3	1	0.3	-10
CCNC(=O)CC1C(=O)N(CC)C(=S)N1NC(=O)c1ccc(Cl)cc1 (stereo not drawn)	-4	6	-5	1.1	95	103	1.0	6	-0.2	1
c1ccc(Cn2nnnc2C(c2ccccc2)N2CCN(c3nc4ccccc4s3)CC2)cc1 (stereo not drawn)	0	-13	1	0.92	104	93	0.0	-4	-0.2	14
COCCn1c(SCC(=O)N2CCC(C)CC2)nc2ccccc2c1=O	-7	-3	-19	0.91	101	98	-2.1	1	-0.1	6
S=C(c1ccc2c(c1)OCO2)N1CCCCC1	-3	13	10	1	93	107	0.1	8	-0.4	-2
CCOC(=O)c1sc(C)c(C(N)=O)c1NC1=NCCCCC1	-2	0	-2	1.3	99	103	1.3	1	-0.2	6
CCc1cc2c(-n3nc(C)cc3C)ncnc2s1	-1	-6	-26	1.1	100	91	-0.4	1	0.0	14

Source: PubChem (several laboratories)

No enrichment for hits. About 5.6% of those tested had a hit in this group.
